Assay outcomes from PubChem.
Cneo AK release = causes C. neoformans cell lysis. adenylate kinase release luminescence, 4 h; normalised: neutral wells 0, clomiphene wells 100. lysis activity, % at 15 µM. 360,000 tested, 0.2% active. AID 651654;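 active means mean lysis activity across replicates of at least 80%, whatever share of replicates individually reach that level; inactive means mean lysis activity below 80%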
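Assay system: log-phase C. neoformans yeast / Quantity: yeast cell density of 5 × 10^6 cells/mL / Medium: fresh YPD growth medium / Compound: single dose / Timing: static 4 h at 37 °C with compound, 1 h detection / Measured by: adenylate kinase release luminescence / Read-out: lysis from increased AK signal / Benchmarks: Clomiphene as positive lysis control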
ERp5 block = inhibitors of human ERp5. 350,000 tested, 0.05% active. Q15084. inhibition, % at 9.99 µM. ERp5 insulin aggregation, absorbance 650 nm, 90 min;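 active means mean replicate inhibition above about 25%, with every replicate also reaching it, limit read from the data, passing the limit was not always enough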
Target sequence (Q15084 whole entry, looked up): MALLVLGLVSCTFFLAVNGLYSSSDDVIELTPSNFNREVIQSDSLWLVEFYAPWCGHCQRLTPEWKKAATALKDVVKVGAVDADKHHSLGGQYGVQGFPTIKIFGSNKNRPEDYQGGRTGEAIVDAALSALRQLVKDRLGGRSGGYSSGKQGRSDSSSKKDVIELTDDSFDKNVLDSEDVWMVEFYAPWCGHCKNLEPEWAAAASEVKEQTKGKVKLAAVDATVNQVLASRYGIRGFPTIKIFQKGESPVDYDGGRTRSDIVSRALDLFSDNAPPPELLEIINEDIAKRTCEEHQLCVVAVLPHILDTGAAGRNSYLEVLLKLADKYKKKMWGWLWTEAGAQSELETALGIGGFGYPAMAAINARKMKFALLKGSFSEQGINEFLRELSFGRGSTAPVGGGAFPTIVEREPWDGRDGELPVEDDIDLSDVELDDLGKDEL
esBAF inh = inhibitors of esBAF chromatin remodeling in mouse ES cells; Bmi1-luciferase knock-in reporter, 24 h; 100% = twice the neutral-well signal; reporter increase, % at 12.5 µM; 350,000 tested, 2% active; AID 602393; in the data active means activation above about 40%;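 further: 0% = median of the plate's neutral control wells and 100% = double that signal; a rise in the Bmi1 reporter signal indicates esBAF inhibition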
miR122 inh = miR-122 inhibition in Huh7 cells; 340,000 tested, 0.3% active; activation (reporter increase), % at 12.5 µM; Huh7 miR-122 Renilla luciferase sensor, 48 h; neutral wells = 0, positive control = 100;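 active means mean replicate activation score at least 90 and every replicate individually at or above 90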;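 further: higher luciferase means less miR-122 activity so hits act as miR-122 inhibitors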
C2C12 statin = protects C2C12 myotubes from simvastatin toxicity; ATP luminescence, 48 h; scaled: DMSO 0, geranylgeraniol control 100; rescue of ATP level, % at 7.49 µM; 330,000 tested, 0.78% active; AID 602340;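 active means mean ATP rescue above about 67%, or every replicate alone reaching that limit, limit read from the data, passing the limit was not always enough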;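 further: myotubes were challenged with 10 µM simvastatin during compound exposure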
SIRT5 inh = inhibitors of human sirtuin-5 desuccinylase. Q9NXA8. Purified SirT5, succinyl-peptide AMC, trypsin-coupled fluorescence. inhibition, % at 15 µM. 330,000 tested, 1.1% active. AID 652115; in the data active means inhibition above about 15%
Target sequence (Q9NXA8 whole entry, looked up): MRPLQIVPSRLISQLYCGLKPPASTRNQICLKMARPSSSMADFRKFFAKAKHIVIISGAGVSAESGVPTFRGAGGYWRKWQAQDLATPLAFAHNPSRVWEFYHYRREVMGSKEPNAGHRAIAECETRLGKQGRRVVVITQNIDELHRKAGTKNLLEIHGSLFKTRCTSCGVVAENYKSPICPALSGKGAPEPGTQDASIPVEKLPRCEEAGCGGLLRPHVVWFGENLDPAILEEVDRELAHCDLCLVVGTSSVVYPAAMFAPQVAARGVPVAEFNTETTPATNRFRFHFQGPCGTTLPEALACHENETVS
ARNT-TACC3 inh = ARNT/TACC3 interaction disruption; AlphaScreen His-ARNT PAS-B/GST-TACC3 binding, luminescence; TACC3 fragment carries E629A point mutation; inhibition, % at 9.99 µM; 390,000 tested, 0.66% active;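 active means mean inhibition of replicates at least 50% and at least half of replicates each reaching 50%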;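 further: 0% = complete ARNT plus TACC3 wells and 100% = ARNT alone without TACC3; many hits fall short of the cut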
* hit, by the source's call; / = not tested or not shown; & = joins results of further samples; [ ] = remark or other dose.

molecule,esBAF inh,SIRT5 inh,ERp5 block,C2C12 statin,miR122 inh,ARNT-TACC3 inh,Cneo AK release
COc1ccc(C2=CC(=O)C[C@H](COCc3ccccc3)N(C(=O)OC(C)(C)C)O2)cc1,5.3,-2.1,2.4,9.1,/,1.0,1.2
Cc1cccc(COC(=O)Nc2ccc(NC(=O)c3ccccc3Cl)cc2)c1,5.0,-0.7,0.5,-10.6,/,-9.4,-1.0
CN(C)C(=O)c1cccc(-c2ccc([C@@H]3[C@@H](CO)N4CCCCN(C(=O)C5CCC5)C[C@@H]34)cc2)c1,/,-1.1,3.0,/,-3.8[16.7 µM],-7.2,1.7
CCn1ccnc1CNC(=O)c1cc(COc2ccc(F)cc2F)on1,/,-4.1,6.5,/,/,3.2,/
CCC1=NN(C(=O)Cc2ccc(OC)cc2)C(O)(C(F)(F)F)C1 (stereo unspecified),-10.2,-1.6,5.1,-4.3,1.1,-2.6,0.1
O=C(CN1CCOCC1)NCC[C@H]1CC[C@@H](NS(=O)(=O)c2ccc(Cl)cc2)[C@@H](CO)O1,-3.0,32.3*,-2.3,-13.2,/,-5.1,0.3
O=C(CSc1nccc(-c2cccs2)n1)Nc1ccccc1,2.9,0.4,1.9,2.1,8.3,-6.9,/
O=C(NNC(=O)c1cccnc1SCc1cccc([N+](=O)[O-])c1)c1ccccn1,/,-1.7,-1.3,/,20.9,3.2,-2.3
CCCN1C[C@@H](C)[C@@H](OC)CN(C)C(=O)c2cc(NS(C)(=O)=O)ccc2OC[C@H]1C,-2.9,/,/,-7.6,15.1[16.7 µM],3.7,1.3
C#CCNC(=O)c1cccn1-c1ncc(C(F)(F)F)cc1Cl,/,-6.6,4.2,/,/,-5.9,/
C=CCN1C(=O)CS/C1=N/c1nccs1,-17.3,4.1,-0.1,25.9,1.5,-5.5,/
C[C@@H]1CN([C@@H](C)CO)C(=O)Cc2cc(NS(=O)(=O)c3ccccc3)ccc2O[C@@H]1CN(C)C(=O)Nc1ccc2c(c1)OCO2,7.5,/,/,0.1,-0.6[16.7 µM],/,/
O=C(N/N=C/c1cccc(Br)c1)c1ccc(Br)cc1,/,-7.7,6.0,/,-0.1,1.2,/
CC(=O)c1ccc(NC(=O)c2cc(CC(C)C)nc3ccccc23)cc1,25.2,-2.1,1.2,12.9,0.9,-0.1,15.7
O=C(C[C@@H]1C[C@@H]2c3cc(NC(=O)c4cccnc4)ccc3O[C@@H]2[C@H](CO)O1)NCc1cccc(F)c1,-1.0,1.3,-4.7,7.2,2.8[16.7 µM],-0.7,-6.2
COc1ccc(NC(=O)Cn2c(=O)oc3ccccc32)cc1,0.0,-2.6,1.9,3.6,-0.4,-3.6,-1.0
CN(C)CCNc1nc2c(c(=O)[nH]c(=O)n2C)n1CC(O)COc1ccc(Cl)cc1 (stereo unspecified),-6.0,/,/,0.9,-3.3,-5.6,0.1
CN1c2ccc(Br)cc2[C@H]2[C@H](CCN2C(=O)Nc2cccc(F)c2)[C@@H]1CO,-8.8,/,/,-25.2,5.9[16.7 µM],-5.5,41.9
CC(=O)N[C@@H]1C=C[C@@H](CC(=O)NCc2ccc(Cl)cc2)O[C@@H]1CO,-3.1,-2.3,-7.9&-3.2,-1.9,/,-11.9,4.7
CCCNC(=O)c1cc(C2CCCCN2C(=O)OC)on1 (stereo unspecified),-8.2,/,0.5,-4.5,-2.1,/,0.9
C[C@@H]1CN([C@H](C)CO)C(=O)Cc2cc(NS(=O)(=O)c3cn(C)cn3)ccc2O[C@@H]1CN(C)C(=O)NC1CCCCC1,2.3,/,/,-7.5,0.9[16.7 µM],3.0,-2.6
COc1ccc(N2CCN(C3CCCN(Cc4ccc(F)cc4)C3)CC2)cc1 (stereo unspecified),-0.8,7.1,-4.8,9.3,-1.1,34.8,-0.8
COc1cccc(S(=O)(=O)N2C[C@@H](O)COC[C@H]3O[C@@H](CC(=O)NCCCN4CCOCC4)CC[C@@H]32)c1,0.4,-2.8,2.6,-18.9,-7.6[16.7 µM],-2.9,-1.9
CCN(CC)C(=O)Oc1cc(=O)n2c3c(cccc13)CCC2,/,/,/,/,-4.2,-0.8,2.4
O=C(Nc1nc(-c2ccccn2)cs1)C1COc2ccccc2O1 (stereo unspecified),9.0,-0.7,-5.3,7.5,13.5,70.9*,-0.2
O=C(Nc1ccc(S(=O)(=O)Nc2nccs2)cc1)c1ccc(S(=O)(=O)N2CCOCC2)cc1,/,/,/,/,-7.6,-3.1,-0.9
O=C(Nc1ccc(Cl)c(Cl)c1)N[C@@H]1CC[C@H](CCn2cc(C3CCCCC3)nn2)O[C@@H]1CO,-9.8,0.2,3.2,1.3,/,-11.7,-4.1
O=C(CCNC(=O)c1ccco1)Nc1nc(-c2ccccc2)cs1,52.7*,/,-2.6,-6.3,0.2,/,-7.6
CCc1cc(-c2n[nH]c(=S)n2C(C)c2ccccc2)cs1 (stereo unspecified),3.0,/,/,-6.0,7.2,0.7,/
CCCn1c(N)c(C(=O)CSc2nnc(Cc3cccs3)n2C2CC2)c(=O)[nH]c1=O,0.4,-0.8,0.4,-5.1,6.8,/,-2.1
Cc1ccc(S(=O)(=O)N(C)C[C@H]2Oc3ccc(NS(=O)(=O)c4ccc(Cl)cc4)cc3C(=O)N([C@@H](C)CO)C[C@H]2C)cc1,1.7,10.9,4.8,23.8,22.9[16.7 µM],/,/
CC1CN(CCCCOc2ccc3ccccc3c2)CC(C)O1 (stereo unspecified),/,-5.7,8.2,/,/,0.0,/
O=C(Cc1ccccc1)NCCS(=O)(=O)N1CCN(c2ccccc2)CC1,-0.7,-3.8,4.3,7.3,-3.2,/,-0.4
O=[N+]([O-])c1ccccc1S(=O)(=O)NC1CCCCCCC1,4.3,2.0,-2.2,31.2,54.3,3.8,-0.6
COc1ccc2[nH]c(=O)c(CN(C)C(=O)c3cccs3)cc2c1,2.3,-4.1,-0.9,3.3,-4.1,4.9,-1.6
Cc1ccc(C(=O)NNC(=O)c2ccc3ccccc3c2)cc1,67.0*,/,-5.5,4.5,-2.8,0.6,3.5
CCOc1ccc(N=C2NC(=O)S/C2=C\c2ccc(O)cc2)cc1,-1.8,/,/,-22.5,8.9,-0.6,-0.8
COc1ccc(-n2cc(-c3ccc(OC(F)F)cc3)[n+]3c2CCCCC3)cc1,/,-2.4,3.4,/,/,-6.8,/
CC(C)C1S/C(=N/N=C/c2ccco2)NC1=O (stereo unspecified),0.2,/,/,35.6,-6.6,-8.4,1.7
Cc1ccc(S(=O)(=O)Nc2ccc3c(c2)C(=O)N([C@H](C)CO)C[C@@H](C)[C@H](CN(C)C(=O)C2CCCCC2)OCCCC[C@@H](C)O3)cc1,6.4,7.0,0.9,/,-10.5[16.7 µM],-5.5,0.8
COc1cccc(NC(=O)C2CCN(C(=O)[C@@H]3Cc4ccccc4CN3C(=O)OC(C)(C)C)CC2)c1,1.6,-0.2,3.7,7.8,-9.8,/,/
C=CCNc1c2c(nc3nnnn13)CCCC2,/,-1.7,-3.3,/,/,3.8,/
CC(C)Cc1ccc(S(=O)(=O)N2CCOCC2)cc1,-4.3,/,/,5.9,-0.4,-9.5,-0.4
Cc1ccc(S(=O)(=O)N(C)C[C@@H]2OCCCC[C@H](C)Oc3ccc(NS(=O)(=O)c4ccc(F)cc4)cc3C(=O)N([C@@H](C)CO)C[C@@H]2C)cc1,-2.7,20.0*,1.9,-5.5,-0.7[16.7 µM],3.3,-2.1
COC(=O)CSc1cc(C)nc2ccc(OC)cc12,-4.8,/,/,-15.5,-6.3,-3.4,0.9
O=C(C[C@H]1C[C@@H]2c3cc(NC(=O)NC4CCCC4)ccc3O[C@@H]2[C@@H](CO)O1)NC1CCCCC1,1.9,3.8,9.3,-7.8,-2.9[16.7 µM],-7.9,-50.0
CNC[C@@H]1OCCCC[C@H](C)Oc2ccc(NC(=O)c3ccccc3)cc2C(=O)N([C@@H](C)CO)C[C@@H]1C,-12.4,-0.8,-2.1,3.8,11.5[16.7 µM],-4.7,81.5*
O=C(CSc1nnc(-c2ccccc2)c(-c2ccccc2)n1)NCc1ccco1,13.4,/,/,-0.1,21.4,5.4,-1.0
CCc1nc2c(OCc3ccc(Cl)cc3Cl)cccn2c1N(C)C(=O)C(C)C,10.4,/,-4.1,-47.6,3.8,/,15.9
CNC[C@@H]1Oc2ccc(NC(=O)Cn3cnnn3)cc2C(=O)N([C@H](C)CO)C[C@H]1C,-1.7,1.1,0.0,32.5,-2.6[16.7 µM],-7.9,-6.8

Later entries:
molecule,esBAF inh,SIRT5 inh,ERp5 block,C2C12 statin,miR122 inh,ARNT-TACC3 inh,Cneo AK release
C[C@H](CO)N1C[C@H](C)[C@@H](CN(C)C(=O)N[C@H](C)c2ccccc2)OCc2ccccc2-c2c(n(C)c3ccccc23)C1=O,-1.6,5.9,-0.6,/,/,0.3,-2.9
NNc1nc2c(-c3cccc(C(F)(F)F)c3)nnn2c2ccccc12,19.5,-5.3,-4.0,-50.9,16.8,-7.3,-0.6
CN1CCN(C(=O)CN(Cc2ccc(Cl)cc2)S(C)(=O)=O)CC1,2.2,/,/,1.3,-3.0,-3.7,-1.1
O=C(Nc1ccccc1)c1ccc(S(=O)(=O)NCC2CCCO2)cc1 (stereo unspecified),9.6,/,/,-8.3,37.7,2.7,-5.4
C[C@H](CO)N1C[C@H](C)[C@@H](CN(C)C(=O)Nc2ccc3c(c2)OCO3)Oc2cc(C3=CCCC3)ccc2S1(=O)=O,6.1,19.9*,0.9,-100.4,3.2[16.7 µM],2.7,-1.3
N#C[C@@H]1[C@@H](c2ccc(/C=C/c3ccccc3)cc2)[C@@H](CO)N1C(=O)C1CCC1,15.6,1.8,-0.5,7.2,/,-11.7,-3.0
O=C(CCC1COc2ccccc2O1)NC1CCCCC1 (stereo unspecified),3.6,/,/,20.7,-15.6,14.9,-1.4
CC(C)(C)c1ccc(OCC(=O)Nc2ccc(C(=O)Nc3ccccc3C(=O)O)cc2)cc1,-0.2,-2.6,1.1,-1.5,-1.7,-19.0,-1.2
C[C@@H]1CN([C@H](C)CO)C(=O)c2cccc(NC(=O)C3CCOCC3)c2O[C@@H]1CN(C)Cc1ccc(-c2ccccc2)cc1,1.3,-0.5,-0.6,27.2,18.5[16.7 µM],13.2,-1.6
Cc1cc(=O)oc2cc(NC(=O)c3ccccc3OC(F)F)ccc12,52.6*,-2.7,0.2,-9.8,11.9,4.6,/

Entries of single compounds from above. Screens in order: esBAF inh | SIRT5 inh | ERp5 block | C2C12 statin | miR122 inh | ARNT-TACC3 inh | Cneo AK release
CNC[C@@H]1Oc2ccc(NC(=O)Cn3cnnn3)cc2C(=O)N([C@H](C)CO)C[C@H]1C is listed with -1.7 | 1.1 | 0.0 | 32.5 | -2.6[16.7 µM] | -7.9 | -6.8
COc1ccc(N2CCN(C3CCCN(Cc4ccc(F)cc4)C3)CC2)cc1 (stereo unspecified) is listed with -0.8 | 7.1 | -4.8 | 9.3 | -1.1 | 34.8 | -0.8
CCCN1C[C@@H](C)[C@@H](OC)CN(C)C(=O)c2cc(NS(C)(=O)=O)ccc2OC[C@H]1C is listed with -2.9 | / | / | -7.6 | 15.1[16.7 µM] | 3.7 | 1.3
